IL-2 act = activates IL-2 in a cell-based reporter assay | IL-2 activation reporter assay, cell-based qHTS; stimulated with anti-CD3/CD4/CD28 beads; in transgenic mouse T cells | AID 652025 | activation, % (series mostly up to about 46 µM) | 0.065% of 360,000 active; in the data active means activation above about 50%; inconclusive means mostly about 30% to 49%; further: 0% is about no effect
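Using fluorescent plate cytometry, EGFP and DsRed are detected in transgenic mouse T cells stimulated 18 h at 37 degrees C with antibody-coated beads after 60 min compound pretreatment.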
EPAC1 ag = EPAC1 (human) agonism; O95398; EPAC1 agonist qHTS, biochemical assay; response scale: 100% = response to 6.5 mM cAMP; Potency, µM (highest dose often 154 µM), for inactives: top-dose activation, actives largely listed as activators; 0.073% of 360,000 active; AID 720707; further: potency means the concentration at half of the fitted maximal effect; nearly all actives have a fitted effect of over 60% in size
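Read-out is the fluorescence drop as BODIPY-GDP leaves Rap1B (480 nm excitation, 540 nm emission), recorded every 5 minutes over 30 minutes. Reactions held 100 nM EPAC1, 250 nM Rap1B–BODIPY-GDP and 50 uM GDP, with 6.5 mM cAMP setting full activation.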
PLK1 PBD inh = inhibitors of human PLK1 polo-box domain binding; P53350; Potency, µM, for the others: max response, negative = inhibition, usual class: inhibitors; AID 720504; 2.8% of 360,000 active; Plk1 PBD binding of FITC phosphopeptide, fluorescence polarization; further: potency means the concentration at half of the fitted maximal effect; series mostly up to about 57 µM; on the % scale 0 is the no-effect control and ±100 the full control effect; nearly all actives have a fitted effect of over 65% in size
Target sequence (P53350 whole entry, looked up, the tested form may be a part): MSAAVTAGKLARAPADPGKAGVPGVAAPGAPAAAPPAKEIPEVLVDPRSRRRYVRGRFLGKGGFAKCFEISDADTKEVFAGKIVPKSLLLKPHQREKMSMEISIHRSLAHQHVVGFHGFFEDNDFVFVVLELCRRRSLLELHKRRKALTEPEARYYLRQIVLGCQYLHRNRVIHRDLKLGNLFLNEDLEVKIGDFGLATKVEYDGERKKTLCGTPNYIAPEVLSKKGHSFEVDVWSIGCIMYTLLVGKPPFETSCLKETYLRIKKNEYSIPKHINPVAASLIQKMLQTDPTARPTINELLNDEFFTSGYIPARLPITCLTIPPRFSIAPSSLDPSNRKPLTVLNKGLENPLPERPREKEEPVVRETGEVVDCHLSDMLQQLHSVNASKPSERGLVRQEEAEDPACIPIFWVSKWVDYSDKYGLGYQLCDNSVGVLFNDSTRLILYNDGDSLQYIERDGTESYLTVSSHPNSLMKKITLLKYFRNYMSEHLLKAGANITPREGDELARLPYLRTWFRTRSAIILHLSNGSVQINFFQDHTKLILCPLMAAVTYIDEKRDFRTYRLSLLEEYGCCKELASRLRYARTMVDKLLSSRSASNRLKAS
EPAC1 antag = EPAC1 (human) antagonism; EPAC1 GEF assay, Rap1b-BODIPY-GDP exchange fluorescence; 0.14% of 360,000 active; Potency, µM (top dose mostly 115 µM), for the others: at the highest dose activity change, negative = inhibition, hits mostly inhibitors;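 further: potency means the concentration at half of the fitted maximal effect; plate controls were vehicle for no effect and positive control for full effect; nearly all actives have a fitted effect of over 50% in size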
PI5P4K alpha inh = blocks human PI5P4K alpha kinase activity; PI5P4Kalpha enzyme, ADP-Glo luminescence, 60 min; active compounds read low; max response, %; 1.2% of 330,000 active; P48426; AID 652105; active means max response of -50% or lower; inconclusive means between -30% and -50%; inactive means -30% or higher; further: value at the top dose of about 77 µM; on the % scale 0 is the no-effect control and ±100 the full control effect
Target sequence (P48426 whole entry, looked up): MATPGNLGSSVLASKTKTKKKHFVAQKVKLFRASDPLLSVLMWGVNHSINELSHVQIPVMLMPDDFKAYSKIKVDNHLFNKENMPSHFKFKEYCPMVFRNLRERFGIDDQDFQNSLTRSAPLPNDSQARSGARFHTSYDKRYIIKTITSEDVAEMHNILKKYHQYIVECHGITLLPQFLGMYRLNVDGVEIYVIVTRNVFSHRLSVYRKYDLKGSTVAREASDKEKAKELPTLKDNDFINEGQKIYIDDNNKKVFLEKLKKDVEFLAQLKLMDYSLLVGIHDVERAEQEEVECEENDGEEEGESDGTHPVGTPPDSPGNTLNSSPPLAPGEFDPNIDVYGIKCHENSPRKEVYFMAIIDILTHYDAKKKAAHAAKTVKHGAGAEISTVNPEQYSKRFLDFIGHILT
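ADP-Glo luminescence end-point after a 60 min room-temperature kinase reaction. PI5P4Kalpha and substrate in HEPES pH 7.4 buffer with EGTA, 0.1% CHAPS and 5% DMSO; ATP at 5 microM final.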
WRN helicase inh = inhibitors of human WRN helicase. Potency, µM (highest dose often 114 µM), for the others: top-dose activity change, negative = inhibition, actives largely listed as inhibitors. AID 651768. 0.46% of 360,000 active. WRN helicase unwinding, fluorescent forked duplex, kinetic. Q14191; further: potency means the concentration at half of the fitted maximal effect; on the % scale 0 is the no-effect control and ±100 the full control effect; nearly all actives have a fitted effect of over 55% in size
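Enzyme (20 nM final) and test compound sit together 15 min at room temperature before substrate addition. Substrate is a single-forked duplex oligonucleotide (100 nM) labelled with fluorophore and quencher, with 2 mM ATP; helicase unwinding raises red fluorescence, read kinetically.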
EPAC2 ag = activates human EPAC2 exchange factor; EPAC2 activation, biochemical qHTS; response scale: 100% = 6.5 mM cAMP response; 0.079% of 360,000 active; Potency, µM (doses to about 154 µM), inactives show at the highest dose activation, actives largely listed as activators; further: potency means the concentration at half of the fitted maximal effect; nearly all actives have a fitted effect of over 50% in size
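Setup: EPAC2 100 nM, labeled Rap1B complex 250 nM, free GDP 50 uM. Compound titrations pinned in, brief spin, 5 min room temperature incubation. Kinetic fluorescence read over 30 min, normalized to 6.5 mM cAMP.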
CCT modulator = modulators of cytosolic chaperonin (CCT/TRiC) activity; purified chaperonin ATPase assay, HTRF ADP detection, 30 min; activity change, % (test concentration not listed), hits read low; 0.3% of 360,000 active; in the data active means activity change below about -30%; further: on the % scale 0 is the no-effect control and ±100 the full control effect
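TRiC at 40 or 20 nM final (batch-dependent) in 30 mM Tris pH 7.4, 100 mM KCl, 5 mM MgCl2, 1 mM DTT, with compound at single 76 uM and 10 uM ATP, 30 min at 37 deg C. ADP detected by HTRF Transcreener, 665/615 ratio.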
* marks the source's active call; other numbers are inactive results; ? = inconclusive; / = not tested or not shown; [ ] = another dose, or the depositor's remark. Unless noted, the call rests on the fitted dose curve; in most records, active means well fitted curve in the direction sought with a large enough effect; inconclusive means small, poorly fitted or top-dose-only effect, or another doubt; inactive means no such curve, though single readings can be large; an effect the other way counts as inactive or inconclusive. This is a subset (hit frequency here may not be typical).

SMILES	IL-2 act	EPAC1 ag	PLK1 PBD inh	EPAC1 antag	PI5P4K alpha inh	WRN helicase inh	EPAC2 ag	CCT modulator
COc1cccc(C(=O)NCc2cn3ccsc3n2)c1	-2.6	0%	-2%	-16%	-3	1%	-2%	-2.3
Cc1ccc(C)c(OCCC(=O)Nc2cc(S(=O)(=O)N3CCCCC3)ccc2C)c1	-0.7	2%	-1%	-17%	3	-5%	2%	-1.6
CCC1Sc2ccc(S(=O)(=O)N3CCN(c4ccccc4)CC3)cc2NC1=O (stereo not drawn)	-3.4	18%	3.4µM*	-7%	?	-9%	9%	-1.7
Clc1ccc(-c2noc(CN3CCOCC3)n2)cc1	1.7	-2%	1%	9%	3	-5%	8%	-1.5
Cc1c(C)n(Cc2ccccc2)c2ncnc(NN)c12	-3.6	11%	0%	-13%	5	2%	5%	-0.9
CCOC(=O)c1ccc(N2C(=O)c3n[nH]c(C)c3C2c2ccc(O)cc2)cc1 (stereo not drawn)	-3.2	7%	-12%	8%	/	-17%	12%	-0.8
CSC1=N/C(=C\c2ccccc2)C(=O)N1C	-0.2	-3%	-5%	19%	/	3%	6%	-3.8
COc1ccccc1-n1nnnc1SCC(=O)NCC1(N2CCCCC2)CCCCC1	-1.3	-10%	0%	-4%	3	10%	14%	-0.5
CCn1c(SCC(=O)NC2CC2)nnc1-c1ccc(OC)cc1	-3.5	8%	1%	17%	-1	?	7%	1.5
Cc1cccc(NC(=O)N2CCN(Cc3ccc(Cl)cc3)CC2)c1	-1.5	-3%	-11%	-25%	7	-8%	-2%	2.3
O=C(NC1CC1)C1CCCN(C(=O)NC2CCCCC2)C1 (stereo not drawn)	-0.3	-8%	-6%	-12%	2	6%	14%	-2.2
O=C(COC(=O)CNS(=O)(=O)c1ccc(Cl)cc1)NC1CCCCC1	3.0	-6%	-5%	-7%	2	5%	10%	-0.8
CNC(=O)c1[nH]cnc1C(=O)Nc1ccc(Cl)cc1	-0.1	1%	-6%	-3%	2	-11%	1%	-1.4
COc1ccc(S(=O)(=O)N2CCc3ccccc32)cc1C(=O)Nc1cccnc1	-2.5	-6%	-1%	-17%	5	-19%	-2%	2.4
CCC(C)NC(=O)COC(=O)c1cc([N+](=O)[O-])ccc1Sc1nc(C)cs1 (stereo not drawn)	0.8	5%	-7%	-4%	7	-8%	-6%	0.9
O=C(NCc1cccnc1)c1nc(-c2cccs2)no1	4.0	4%	1%	14%	0	-5%[57.1 µM]	2%	-2.4
FC(F)Oc1ccc(N=C2SCC3CCCCN23)cc1 (stereo not drawn)	-0.6	1%	-12%	-13%	1	6%	12%	3.2
Cc1ccc(C(=O)CN2C(=O)C(=O)N(Cc3ccccc3)C2=O)cc1	-4.0	-7%	-15%	15%	-4	10%	3%	-5.1
Cc1ccc(S(=O)(=O)NC(CC(C)C)C(=O)N2CCCCCCC2)cc1 (stereo not drawn)	-2.6	-2%	1%	2%	1	-4%	3%	-2.8
CC(NC(=O)CN(c1ccc(Br)cc1)S(C)(=O)=O)c1ccccc1 (stereo not drawn)	0.1	1%	-3%	2%	12	-3%	3%	-0.7
Cc1ccc(N(CC(=O)NCc2ccco2)C(=O)CCC(=O)Nc2nccs2)cc1	1.4	-10%	1%	2%	10	4%	0%	1.5
CC(NS(=O)(=O)c1ccccc1)C(=O)Nc1ccc2c(c1)OCCO2 (stereo not drawn)	0.4	-6%	-9%	2%	-12	-7%	5%	1.5
CCCCN(C)C(=O)CCCCn1c(=O)[nH]c2cc(OCC)c(OCC)cc2c1=O	2.4	-4%	-1%	-16%	-1	-3%	-5%	-0.7
CC1CC(C)CN(S(=O)(=O)c2ccc(F)c(C(=O)NC3CCCCC3C)c2)C1 (stereo not drawn)	-4.0	-13%	3%	3%	0	5%	-12%	3.9
CC(=O)c1ccc(OCCn2c(SCC(=O)O)nc3ccccc32)cc1	0.2	10%	-5%	21%	-3	4%	13%	-2.0
C=CCOC(=O)/C(=C\c1cccc2ccccc12)NC(=O)c1ccccc1	0.8	16%	-9%	-21%	14	1%	3%	-2.9
CCn1c2ccccc2c2cc(/C=N/NC(=O)c3cc(O)cc(O)c3)ccc21	0.5	2%	-4%	0%	?	-18%	9%	-4.7
O=C(CN(CC1CCCO1)C(=O)CCC(=O)Nc1nccs1)NCc1ccccc1 (stereo not drawn)	0.3	-5%	-9%	9%	0	7%	12%	-2.7
CC(NC(=O)CSc1n[nH]c(N)n1)c1ccccc1 (stereo not drawn)	0.4	6%	-8%	-11%	1	-7%	7%	0.2
Nc1c(C(=O)Nc2ccc3c(c2)OCCO3)nnn1Cc1cccc(Cl)c1	-0.2	2%	6%	-9%	-7	-1%	8%	0.9
O=C(C(=O)N1CCN(c2ccc([N+](=O)[O-])cc2)CC1)c1cn(CC(=O)N2CCOCC2)c2ccccc12	0.5	15%	-7%	4%	6	-14%	9%	0.2
CC(C)=CCn1c2ccc(NC(=O)Nc3cccnc3)cc2c(=O)n1C	0.1	-7%	2%	-13%	-1	-8%	1%	0.6
Nc1nccc2c1ncn2C1OC(CO)C(O)C1O (stereo not drawn)	-2.0	-3%	-19%	2%	-12	-4%	4%	-1.5
CCOc1ccccc1C(=O)NCC(=O)OCC(=O)NCCc1ccc(S(N)(=O)=O)cc1	0.6	5%	-8%	?	1	-21%	11%	0.4
CN1CCN(/C=C2\SC(=S)NC2=O)CC1	-0.1	-2%	-4%	5%	-12	1%	4%	-1.0
COc1ccccc1CCNC(=O)CSc1ccc(-c2cccs2)nn1	0.3	4%	-5%	-9%	3	-12%	-1%	1.7

Quoted at random: 2 compounds from above.
SMILES	IL-2 act	EPAC1 ag	PLK1 PBD inh	EPAC1 antag	PI5P4K alpha inh	WRN helicase inh	EPAC2 ag	CCT modulator
CC(C)=CCn1c2ccc(NC(=O)Nc3cccnc3)cc2c(=O)n1C	0.1	-7%	2%	-13%	-1	-8%	1%	0.6
CCn1c2ccccc2c2cc(/C=N/NC(=O)c3cc(O)cc(O)c3)ccc21	0.5	2%	-4%	0%	?	-18%	9%	-4.7

Next part.
SMILES	IL-2 act	EPAC1 ag	PLK1 PBD inh	EPAC1 antag	PI5P4K alpha inh	WRN helicase inh	EPAC2 ag	CCT modulator
CCCCN1CCNC[C@H]1Cc1ccc(O)cc1	2.6	-16%	-11%	-8%	-4	-4%	7%	-2.6
Cc1ccc(NC(=O)CSc2nc3nc(C)c(Br)cc3[nH]2)cc1F	1.8	1%	-4%	-17%	3	0%	-4%	-0.3
O=C(CN1C(=O)NC2(CCCC2)C1=O)NNC(=O)c1ccccc1F	1.1	3%	-5%	-22%	1	2%	8%	-0.9
COC(=O)C1=C(C)N(c2ccc(C(=O)OC)cc2)C(=O)C1	-2.8	6%	-10%	-1%	1	0%	-2%	-3.3
O=C(c1cc2ccccc2[nH]1)N1O[C@@H]2C=C[C@H]1C2	-0.3	-3%	-13%	3%	-2	-3%	4%	1.3
CC(C(=O)Nc1ccc2c(c1)OCCO2)n1nnc(-c2ccccc2)n1 (stereo not drawn)	-1.3	3%	-13%	8%	2	2%	15%	-0.6
COc1ccc(C(=O)CSc2n[nH]c(=O)n2Cc2ccco2)cc1	0.7	4%	0%	-4%	-1	-4%	6%	-0.7
CCCC(=O)NC(c1ccccc1Cl)c1c(O)ccc2ccccc12 (stereo not drawn)	-0.3	-22%	-6%	-4%	0	-3%	15%	-23
Cc1cccc(-n2c(CNC(=O)c3ccc(S(=O)(=O)N4CCCC4)cc3)n[nH]c2=S)c1	-1.7	3%	-6%	3%	/	1%	5%	-4.2
CCOC(=O)c1ccc(NC(=O)c2ncn3c2C(=O)NC[C@@H]3C)cc1	-4.5	-6%	2%	-17%	?	4%	-5%	-0.3
Cc1ccc(NC(=O)c2cccc(C(=O)Nc3ccc(C)cc3C(=O)O)c2)c(C(=O)O)c1	0.5	-2%	21µM*	1%	-83*	-13%[11.6 µM]	-3%	-2.0
CC(C)C[C@H](NC(=O)c1nc[nH]c1C(=O)N1CCC(C)CC1)C(=O)OCc1ccccc1	-0.6	-28%	-3%	-8%	6	-5%	-3%	1.2
CCOC(=O)c1oc2nc(CC(C)C)c3c(c2c1N)CCCC3	-0.9	5%	-4%	-4%	5	-1%	6%	0.7
COc1ccc(/C(N)=N/OC(=O)/C=C/c2ccccc2)cc1	1.2	10%	-8%	-5%	18	-1%	5%	1.4
COc1ccc(-c2noc3c2-c2nc(-c4ccccc4)sc2CC3)cc1	-0.4	-7%	-15%	-13%	-11	-2%	10%	-2.2
NC(=O)C1CCN(C(=O)c2cc3c(s2)CCCCC3)CC1	-0.5	3%	3%	1%	-5	8%	-10%	-2.5
N#Cc1cccc(NC(=O)CC2CCCC2)c1	-0.5	1%	-2%	1%	1	1%	6%	-1.0
CCCOc1ccc(C(=O)OCCN2CCCCC2)c(O)c1	-2.8	-12%	-4%	18%	7	18%	6%	-0.1
COC(=O)c1cn(C)c2ccc(S(=O)(=O)N3CCOCC3)cc2c1=O	-0.4	7%	1%	-12%	1	1%	2%	-0.3
COc1ccc(NC(=O)CCc2ccccc2)cc1S(=O)(=O)N1CCCCC1	-4.0	7%	-3%	-8%	3	-6%	9%	-3.6
COc1ccc(C(=O)c2c(N)sc3c2CCN(C)C3)cc1	1.2	6%	-20%	16%	-3	-12%	10%	-2.5
O=C1CN(C(=O)COc2ccccc2Cl)c2ccccc2N1	-3.0	10%	4%	8%	-3	7%	10%	-0.5
Cc1c(C(=O)NCc2ccc3c(c2)OCCO3)sc(=O)n1Cc1ccccc1C#N	-0.4	-10%	-5%	-18%	4	3%[57.1 µM]	6%	3.5
O=C(COC(=O)C1CCC(=O)N1)Nc1ccc(Cl)cc1Cl (stereo not drawn)	-0.1	17%	3%	11%	-1	-27%[57.1 µM]	0%	0.1
CC(C)NC(=O)Nc1n[nH]c(Nc2ccc(Cl)cc2)n1	1.2	2%	-6%	1%	-4	-1%	5%	-1.0
C=Cn1cc[n+](CC(=O)C(C)(C)C)c1	-1.1	-15%	-24%	8%	-1	0%	4%	-1.8
C[C@H](CO)N1C[C@H](C)[C@@H](CN(C)S(=O)(=O)c2ccc(Oc3ccccc3)cc2)OCc2cnnn2CCCC1=O	-1.1	1%	-1%	7%	0	7%	7%	-1.5

Compound activity deposited in PubChem by National Center for Advancing Translational Sciences (NCATS).
